Screening results as filed in PubChem.
12-hLO inh – inhibitors of human 12-lipoxygenase (ALOX12); 0.12% of 150,000 active; purified 12-hLO, xylenol orange hydroperoxide absorbance; Potency, µM (series often up to 57.1 µM), for the others: top-dose activity change, negative = inhibition, hits mostly inhibitors; active = well fitted inhibition curve with a large enough effect; note: nearly all actives have a fitted effect of over 55% in size; many of its hits are not listed in these tables
Target sequence (P18054 whole entry, looked up): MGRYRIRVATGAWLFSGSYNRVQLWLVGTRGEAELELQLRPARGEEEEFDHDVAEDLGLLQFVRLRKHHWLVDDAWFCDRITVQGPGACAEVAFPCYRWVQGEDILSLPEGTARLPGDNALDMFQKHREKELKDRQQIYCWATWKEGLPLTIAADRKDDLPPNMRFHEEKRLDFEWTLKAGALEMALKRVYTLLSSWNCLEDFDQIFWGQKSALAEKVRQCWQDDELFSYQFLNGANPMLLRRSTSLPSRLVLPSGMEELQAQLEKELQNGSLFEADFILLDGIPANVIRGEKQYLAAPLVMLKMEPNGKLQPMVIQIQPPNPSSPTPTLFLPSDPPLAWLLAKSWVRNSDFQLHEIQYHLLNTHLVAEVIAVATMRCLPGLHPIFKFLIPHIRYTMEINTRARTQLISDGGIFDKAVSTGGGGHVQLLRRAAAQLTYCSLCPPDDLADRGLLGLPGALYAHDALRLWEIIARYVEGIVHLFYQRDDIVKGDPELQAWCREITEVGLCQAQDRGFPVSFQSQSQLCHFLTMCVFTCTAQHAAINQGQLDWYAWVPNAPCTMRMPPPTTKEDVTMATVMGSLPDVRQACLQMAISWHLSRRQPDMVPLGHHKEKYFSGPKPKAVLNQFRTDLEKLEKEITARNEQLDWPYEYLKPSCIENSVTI
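Purified human 12hLO (150 nM final) was preincubated with compounds for 15 min at room temperature in 25 mM Hepes pH 7.0, 0.01% Triton X-100, then reacted with 40 uM arachidonic acid for 30 min. Hydroperoxide was detected with ferrous iron/xylenol orange.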
* hit, by the source's call; [ ] = dose if it differs, or a comment. % is set by controls: 0 for no effect and ±100 for the full control effect; potency is the fitted concentration of half-maximal effect. An excerpt; rates above refer to the full screens.

O=Cc1c2[nH]c3ccccc3c2cc2[nH]c3ccccc3c12
  12-hLO inh: 3%

CCCCC1=CC2=CC(=O)C(C)(OC(=O)CCc3ccccc3)C(=O)C2=CO1 (centres undefined)
  12-hLO inh: 2%

CCCCc1nc2c(c3c1C[C@H](C)OC3)CN(S(=O)(=O)c1ccc(NC(C)=O)cc1)CC2
  12-hLO inh: 3%[11.4 µM]

CN(C)CC(C)(C)CNC(=O)c1ccc(-n2c(=O)c(=O)[nH]c3ccccc32)cc1
  12-hLO inh: -4%

CC#CCN1c2ccccc2[C@]23C[C@@H](C(=O)OC)N(C(=O)c4cc(C)oc4C)C2=NC(C(=O)OC)=C(C(=O)OC)[C@H]13
  12-hLO inh: -1%[11.4 µM]

CCCCC/C=C\C=C\[C@@H](O)CCCCCCCC(=O)O
  12-hLO inh: 2%

COc1ccc(F)cc1S(=O)(=O)Nc1ccccc1C(=O)O
  12-hLO inh: -1%

CC/C=C\C/C=C\C/C=C\C/C=C\C/C=C\C/C=C\CCC(=O)O
  12-hLO inh: -1%

CC(C)[C@@H](CC(=O)N[C@@H]1CCCC[C@H]1C(=O)N[C@H](CC(=O)N[C@@H](CCC(=O)O)CC(=O)O)Cc1ccccc1)NC(=O)C[C@H](CO)NC(=O)[C@@H]1CCCC[C@H]1N
  12-hLO inh: 4%

CC(C)[C@@H](CC(=O)N[C@@H]1CCNC[C@H]1C(=O)N[C@H](CC(=O)N[C@@H](CCC(=O)O)CC(=O)O)Cc1ccccc1)NC(=O)C[C@H](CO)NC(=O)[C@@H]1CCCC[C@H]1N
  12-hLO inh: 3%

COC(=O)CCCC1=CC2=C(c3ccccc3)C(=O)C(C)(OC(=O)C3CCCC3)C(=O)C2=CN1CCCOC(C)C (centres undefined)
  12-hLO inh: 13%[11.4 µM]

O=C(NCCCN1CCOCC1)c1ccc(Cc2nc3ccccc3[nH]2)cc1
  12-hLO inh: -5%

CCCCC/C=C\C/C=C\C/C=C\C/C=C\CCCCCC(=O)NCC(=O)O
  12-hLO inh: 8%

O=C(NC1CCCCC1)c1ccc(Cc2nc3ccccc3[nH]2)cc1
  12-hLO inh: -3%

CCCCC1=CC2=CC(=O)C(C)(OC(=O)CC)C(=O)C2=CN1CCCCO (centres undefined)
  12-hLO inh: 2%[11.4 µM]

C[C@H]1Cc2c(COc3ccccc3)nc3c(c2CO1)CN(S(=O)(=O)c1ccc2c(c1)OCCN2C)CC3
  12-hLO inh: 0%[11.4 µM]

CCCCCC(O)/C=C/C=C\CCCCCCCC(=O)O (centres undefined)
  12-hLO inh: -1%

COC(=O)C1=C(C(=O)OC)[C@@H]2N(C)c3ccccc3[C@@]23C[C@@H](CO)N=C3N1
  12-hLO inh: 3%[11.4 µM]

C[C@]12C[C@@](C)(C=C1/C=C/c1ccc(C(F)(F)F)cc1)C(=O)C[C@H]2c1ccc(C(F)(F)F)cc1
  12-hLO inh: -5%

CCN1C(=O)N[C@@H](c2cccc(C(F)(F)F)c2)C(C(C)=O)=C1C
  12-hLO inh: -1%[11.4 µM]

CN(C)CCCN1C(=O)C(=O)/C(=C(/O)c2ccc(S(=O)(=O)N(C)C)cc2)C1c1ccncc1 (centres undefined)
  12-hLO inh: 0%

COCCN1C(=O)N[C@@H](c2cccc(C(F)(F)F)c2)[C@H](C(=O)OC)[C@H]1C
  12-hLO inh: 2%[11.4 µM]

COC(=O)N1C(C)=Cc2ccccc2C1C/C(C)=C/C(C)=O (centres undefined)
  12-hLO inh: 3%[11.4 µM]

Cc1ccc(NS(=O)(=O)c2cc(C(=O)O)ccc2Cl)cc1C
  12-hLO inh: -1%

CCN(CC)CCCCNC(=O)c1ccc(Cc2nc3ccccc3[nH]2)cc1
  12-hLO inh: 5%

NCCC[C@@H](CC(=O)N[C@@H]1CCCC[C@H]1C(=O)N[C@H](CC(=O)N[C@@H](CCC(=O)O)CC(=O)O)Cc1ccccc1)NC(=O)C[C@H](CO)NC(=O)[C@@H]1CNCC[C@H]1N
  12-hLO inh: 2%

COC(=O)C1=C(C(=O)OC)[C@@H]2N(C)c3ccccc3[C@@]23C[C@@H](C(=O)OC)N(C(=O)COCc2ccccc2)C3=N1
  12-hLO inh: 3%[11.4 µM]

COC/C=C/C1=CC2=CC(=O)C(C)(OC(=O)c3cnc4ccccc4n3)C(=O)C2=CN1CCc1c[nH]c2ccccc12 (centres undefined)
  12-hLO inh: -3%[11.4 µM]

CCCCCCCCCCC/C=C\C/C=C\CCCC(=O)O
  12-hLO inh: 1%

COC(=O)[C@H]1[C@@H](C)N(Cc2ccccc2)C(=O)N[C@H]1c1ccccc1
  12-hLO inh: 0%[11.4 µM]

Copied from above for reference:
O=C(NCCCN1CCOCC1)c1ccc(Cc2nc3ccccc3[nH]2)cc1
  12-hLO inh: -5%

CCCCC/C=C\C/C=C\C/C=C\C/C=C\CCCCCC(=O)NCC(=O)O
  12-hLO inh: 8%

O=C(NC1CCCCC1)c1ccc(Cc2nc3ccccc3[nH]2)cc1
  12-hLO inh: -3%

CCCCC1=CC2=CC(=O)C(C)(OC(=O)CC)C(=O)C2=CN1CCCCO (centres undefined)
  12-hLO inh: 2%[11.4 µM]

C[C@H]1Cc2c(COc3ccccc3)nc3c(c2CO1)CN(S(=O)(=O)c1ccc2c(c1)OCCN2C)CC3
  12-hLO inh: 0%[11.4 µM]

CCCCCC(O)/C=C/C=C\CCCCCCCC(=O)O (centres undefined)
  12-hLO inh: -1%

COC(=O)C1=C(C(=O)OC)[C@@H]2N(C)c3ccccc3[C@@]23C[C@@H](CO)N=C3N1
  12-hLO inh: 3%[11.4 µM]

C[C@]12C[C@@](C)(C=C1/C=C/c1ccc(C(F)(F)F)cc1)C(=O)C[C@H]2c1ccc(C(F)(F)F)cc1
  12-hLO inh: -5%

CCN1C(=O)N[C@@H](c2cccc(C(F)(F)F)c2)C(C(C)=O)=C1C
  12-hLO inh: -1%[11.4 µM]

CN(C)CCCN1C(=O)C(=O)/C(=C(/O)c2ccc(S(=O)(=O)N(C)C)cc2)C1c1ccncc1 (centres undefined)
  12-hLO inh: 0%

COCCN1C(=O)N[C@@H](c2cccc(C(F)(F)F)c2)[C@H](C(=O)OC)[C@H]1C
  12-hLO inh: 2%[11.4 µM]

COC(=O)N1C(C)=Cc2ccccc2C1C/C(C)=C/C(C)=O (centres undefined)
  12-hLO inh: 3%[11.4 µM]

Cc1ccc(NS(=O)(=O)c2cc(C(=O)O)ccc2Cl)cc1C
  12-hLO inh: -1%

CCN(CC)CCCCNC(=O)c1ccc(Cc2nc3ccccc3[nH]2)cc1
  12-hLO inh: 5%

NCCC[C@@H](CC(=O)N[C@@H]1CCCC[C@H]1C(=O)N[C@H](CC(=O)N[C@@H](CCC(=O)O)CC(=O)O)Cc1ccccc1)NC(=O)C[C@H](CO)NC(=O)[C@@H]1CNCC[C@H]1N
  12-hLO inh: 2%

COC(=O)C1=C(C(=O)OC)[C@@H]2N(C)c3ccccc3[C@@]23C[C@@H](C(=O)OC)N(C(=O)COCc2ccccc2)C3=N1
  12-hLO inh: 3%[11.4 µM]

A stretch of the results above:
COC(=O)C1=C(C(=O)OC)[C@@H]2N(C)c3ccccc3[C@@]23C[C@@H](CO)N=C3N1
  12-hLO inh: 3%[11.4 µM]

C[C@]12C[C@@](C)(C=C1/C=C/c1ccc(C(F)(F)F)cc1)C(=O)C[C@H]2c1ccc(C(F)(F)F)cc1
  12-hLO inh: -5%

CCN1C(=O)N[C@@H](c2cccc(C(F)(F)F)c2)C(C(C)=O)=C1C
  12-hLO inh: -1%[11.4 µM]

Additional results follow:
CCCCCCCCCCCCCCCCOCC(COP(=O)([O-])OCC[N+](C)(C)C)OC (centres undefined)
  12-hLO inh: 1%

COC(=O)C1=C(C(=O)OC)[C@@H]2Nc3ccccc3[C@@]23C[C@@H](C(=O)OC)N(S(=O)(=O)c2ccc(C(F)(F)F)cc2)C3=N1
  12-hLO inh: -1%[11.4 µM]

CCCCC[C@H](O)/C=C/[C@@H]1[C@H]2C/C(=C/CCCC(=O)O)C[C@H]2C[C@H]1O
  12-hLO inh: 3%

O=C(NCc1ccccc1)c1ccc(Cc2nc3ccccc3[nH]2)cc1
  12-hLO inh: -5%

CCCCOc1ccccc1C1NC(=O)NC(C)=C1C(=O)OCCOC (centres undefined)
  12-hLO inh: -3%

C[C@H]1Cc2c(COc3ccccc3)nc3c(c2CO1)CN(C(=O)c1ccco1)CC3
  12-hLO inh: -11%[11.4 µM]

COCCN1C(=O)N[C@@H](c2ccco2)C(C(=O)OC)=C1C
  12-hLO inh: 3%[11.4 µM]

O=C(O)c1ccccc1NS(=O)(=O)c1ccc(F)c(Cl)c1
  12-hLO inh: 0%

O=C(O)CCCC/C=C\C[C@@H](O)/C=C/C=C/C=C\[C@@H](O)CCCC(=O)O
  12-hLO inh: 5%

COC(=O)CCC(=O)OC1(C)C(=O)C=C2C=C(CCCNC(=O)OC(C)(C)C)OC=C2C1=O (centres undefined)
  12-hLO inh: 1%

COC(=O)C1=C(C(=O)OC)[C@@H]2N(C)c3ccc(OC)cc3[C@@]23C[C@@H](C(=O)OC)N(C(=O)c2cccs2)C3=N1
  12-hLO inh: 0%[11.4 µM]

CC1(OC(=O)CCc2ccccc2)C(=O)C=C2C=C(c3ccc(C#N)cc3)N(C3CCCCC3)C=C2C1=O (centres undefined)
  12-hLO inh: -2%[11.4 µM]

COC(=O)NC(c1ccccc1)c1c[nH]c2ccccc12 (centres undefined)
  12-hLO inh: 5%

NCCC[C@@H](CC(=O)N[C@@H]1CCCC[C@H]1C(=O)N[C@H](CC(=O)N[C@@H](CCC(=O)O)CC(=O)O)Cc1c[nH]c2ccccc12)NC(=O)C[C@H](Cc1c[nH]c2ccccc12)NC(=O)[C@@H]1CCCC[C@H]1N
  12-hLO inh: 1%

CCCCC/C=C\C\C=C/C=C/C=C/[C@@H](O)[C@@H](O)CCCC(=O)O
  12-hLO inh: 0%

CC#CCN1c2ccccc2[C@]23C[C@@H](C(=O)OC)N(S(=O)(=O)c4ccc(C#N)cc4)C2=NC(C(=O)OC)=C(C(=O)OC)[C@H]13
  12-hLO inh: -2%[11.4 µM]

CCOC(=O)CCCNC(=O)N1CCc2nc(-c3ccc(OC)cc3C)c3c(c2C1)CO[C@@H](c1ccccc1)C3
  12-hLO inh: 0%[11.4 µM]

CCCCCCCCCC(=O)N[C@H](CN1CCOCC1)[C@H](O)c1ccccc1
  12-hLO inh: -1%

Cc1cccn2c(=O)c3cc(C#N)c(=NC(=O)c4ccncc4)n(Cc4ccco4)c3nc12
  12-hLO inh: -7%

CCCCCCCCCCCCCCCCCCOC[C@H](COP(=O)([O-])OCC[N+](C)(C)C)OC(C)=O
  12-hLO inh: -10%

CC(C)(C)OC(=O)NCCCC1=CC2=CC(=O)C(C)(OC(=O)c3ccco3)C(=O)C2=CO1 (centres undefined)
  12-hLO inh: 0%

CCOC(=O)CN1C(=O)N[C@@H](c2cccc(F)c2)C(C(C)=O)=C1C
  12-hLO inh: 4%[11.4 µM]

CCCCc1nc2c(c3c1C[C@H](C)OC3)CN(S(=O)(=O)c1c(C)noc1C)CC2
  12-hLO inh: -2%[11.4 µM]

CC(C)(C)Nc1oc(-c2ccccc2)nc1-c1ccccc1F
  12-hLO inh: 4%

CC(C)C[C@@H](CC(=O)N[C@@H](CCCN)CC(=O)N[C@@H]1CCCC[C@H]1C(=O)N[C@H](CC(=O)N[C@@H](CCC(=O)O)CC(=O)O)Cc1ccccc1)NC(=O)[C@@H]1CCCC[C@H]1N
  12-hLO inh: -1%

CCN1CCCC1CNC(=O)c1ccc(-n2c(=O)c(=O)[nH]c3ccccc32)cc1 (centres undefined)
  12-hLO inh: -2%

COC(=O)[C@@H](N)CSC/C=C(\C)CC/C=C(\C)CCC=C(C)C
  12-hLO inh: -1%

C=CC1=C2C=C(C3CC3)N(CC3CC3)C=C2C(=O)C(C)(OC(=O)c2ccco2)C1=O (centres undefined)
  12-hLO inh: 4%[11.4 µM]

CCCCC/C=C\C/C=C\C/C=C\CCCCC(=O)NCCCC(=O)O
  12-hLO inh: 3%

COC(=O)C1=C(C(=O)OC)[C@@H]2Nc3ccccc3[C@@]23C[C@@H](C(=O)OC)N(C(=O)c2ccco2)C3=N1
  12-hLO inh: 1%[11.4 µM]

CCCCC1=CC2=CC(=O)C(C)(OC(=O)CC)C(=O)C2=CO1 (centres undefined)
  12-hLO inh: -10%

COC(=O)C1=C(C(=O)OC)[C@@H]2N(C)c3ccc(OC)cc3[C@@]23C[C@@H](C(=O)OC)N(C(=O)c2ccco2)C3=N1
  12-hLO inh: 4%[11.4 µM]

C[C@H]1Cc2c(COc3ccccc3)nc3c(c2CO1)CN(C(=O)c1cccnc1)CC3
  12-hLO inh: 0%[11.4 µM]

O=C(NC1CCN(Cc2ccccc2)CC1)c1ccc(-n2c(=O)c(=O)[nH]c3ccccc32)cc1
  12-hLO inh: -6%

COC(=O)CCC(=O)OC1(C)C(=O)C=C2C=C(C3CC3)N(C3CCCCC3)C=C2C1=O (centres undefined)
  12-hLO inh: 0%[11.4 µM]

COCCCCCCCCCCCC(=O)O
  12-hLO inh: -1%

O=C(NCCN1CCCCC1)c1ccc(Cc2nc3ccccc3[nH]2)cc1
  12-hLO inh: -1%

COC(=O)C1=C(C)N(Cc2ccco2)C(=O)N[C@@H]1c1ccc(Br)cc1
  12-hLO inh: -2%[11.4 µM]

CC1(OC(=O)C2CCCC2)C(=O)C=C2C=C(c3ccsc3)OC=C2C1=O (centres undefined)
  12-hLO inh: -1%

COC(=O)CCCC1=CC2=C(c3ccccc3)C(=O)C(C)(OC(=O)C3CCCC3)C(=O)C2=CN1C1CCCCC1 (centres undefined)
  12-hLO inh: 0%[11.4 µM]

C=CCC(C)(NCc1ccccc1)C(=O)OCC (centres undefined)
  12-hLO inh: -1%

CCN1C(=O)N[C@@H](c2cccc(C(F)(F)F)c2)[C@@H](C(=O)OC)[C@H]1C
  12-hLO inh: 3%[11.4 µM]

CC(C)[C@@H](CC(=O)N[C@@H]1CCCC[C@H]1C(=O)N[C@H](CC(=O)N[C@@H](CCC(=O)O)CC(=O)O)Cc1c[nH]c2ccccc12)NC(=O)C[C@H](CO)NC(=O)[C@@H]1CNCC[C@H]1N
  12-hLO inh: -2%
